High-throughput results: PubChem, several laboratories
Wee1 stabilizer: blocks degradation of human Wee1 kinase; P30291; HeLa Luc-Wee1K328M stability, luciferase luminescence; 100% = proteasome inhibitor MG132 effect; reporter increase, % at 5 µM; hit rate 1.2% among 220,000; AID 1321;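 active = activation above the mean of all tested compounds plus 3 SD, set per screening run, cut at about 8.8% in these data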;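 also: cells exposed to compound for 20 h before luminescence read; 0% = DMSO alone and 100% = MG132 at 30 µM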
p97 ATPase inh: human p97 ATPase inhibition | P55072 | recombinant p97 ATPase, Kinase-Glo ATP luminescence, 3 h | inhibition, % at 8 µM | hit rate 0.42% among 220,000 | AID 1481; in the data active = inhibition above about 15%;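 also: 0% = DMSO vehicle and 100% = wells lacking enzyme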
Thrombin inh: blocks human thrombin protease activity; hit rate 0.26% among 220,000; alpha-thrombin, Boc-VPR-AMC fluorogenic substrate cleavage; P00734; inhibition, % at 5 µM;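 active = inhibition at or above 40%; inactive = inhibition below 40%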;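 also: 0% = enzyme with no compound and 100% = wells without enzyme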
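System: human alpha-thrombin protein; Compound dosing: one concentration per compound, 5 µM, with 0.2% DMSO; Timing: reaction at room temperature; Technique: AMC fluorescence, 355/460 nm; Controls: enzyme without compound as high, wells lacking enzyme as low.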
FXIa inh 1536: inhibitors of human coagulation factor XIa; inhibition, % at 5 µM; purified FXIa, Boc-Glu-Ala-Arg-AMC fluorogenic substrate; hit rate 0.14% among 220,000;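 active = inhibition of at least 40%; inactive = inhibition below 40%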;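 also: fluorescence of freed AMC excited at 355 nm; 0% = enzyme without compound and 100% = no enzyme blank; many of its hits are not listed in these tables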
KCC2 mod: KCC2 (human) Cl- transport modulation. KCC2 cells, thallium flux FluoZin-2 fluorescence. B-score of Tl+ flux slope (higher = more flux/activation; lower = inhibition) at 10 µM. hit rate 2.2% among 190,000. AID 1456;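 active = thallium flux slope and its plate-corrected score both differing from the plate sample mean at a set confidence after two filtering rounds, in either direction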;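 also: slope of fluorescence scaled to starting intensity during 10 to 20 s after thallium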
PERK inh: blocks human PERK kinase | Q9NZJ5 | CHO PERK-DD fusion, SEAP luminescence translation reporter | inhibition, % at 5.6 µM | hit rate 0.17% among 220,000 | AID 1416;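 active = inhibition above the mean inhibition of all tested compounds plus 3 SD, set separately per screening campaign, cut at about 2.9% in these data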;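 also: PERK kinase domain activated by AP20187 dimerizer at 100 nM; 0% = DMSO with dimerizer and 100% = rapamycin at 8.4 µM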
Target sequence (Q9NZJ5 whole entry, looked up, the tested form may be a part): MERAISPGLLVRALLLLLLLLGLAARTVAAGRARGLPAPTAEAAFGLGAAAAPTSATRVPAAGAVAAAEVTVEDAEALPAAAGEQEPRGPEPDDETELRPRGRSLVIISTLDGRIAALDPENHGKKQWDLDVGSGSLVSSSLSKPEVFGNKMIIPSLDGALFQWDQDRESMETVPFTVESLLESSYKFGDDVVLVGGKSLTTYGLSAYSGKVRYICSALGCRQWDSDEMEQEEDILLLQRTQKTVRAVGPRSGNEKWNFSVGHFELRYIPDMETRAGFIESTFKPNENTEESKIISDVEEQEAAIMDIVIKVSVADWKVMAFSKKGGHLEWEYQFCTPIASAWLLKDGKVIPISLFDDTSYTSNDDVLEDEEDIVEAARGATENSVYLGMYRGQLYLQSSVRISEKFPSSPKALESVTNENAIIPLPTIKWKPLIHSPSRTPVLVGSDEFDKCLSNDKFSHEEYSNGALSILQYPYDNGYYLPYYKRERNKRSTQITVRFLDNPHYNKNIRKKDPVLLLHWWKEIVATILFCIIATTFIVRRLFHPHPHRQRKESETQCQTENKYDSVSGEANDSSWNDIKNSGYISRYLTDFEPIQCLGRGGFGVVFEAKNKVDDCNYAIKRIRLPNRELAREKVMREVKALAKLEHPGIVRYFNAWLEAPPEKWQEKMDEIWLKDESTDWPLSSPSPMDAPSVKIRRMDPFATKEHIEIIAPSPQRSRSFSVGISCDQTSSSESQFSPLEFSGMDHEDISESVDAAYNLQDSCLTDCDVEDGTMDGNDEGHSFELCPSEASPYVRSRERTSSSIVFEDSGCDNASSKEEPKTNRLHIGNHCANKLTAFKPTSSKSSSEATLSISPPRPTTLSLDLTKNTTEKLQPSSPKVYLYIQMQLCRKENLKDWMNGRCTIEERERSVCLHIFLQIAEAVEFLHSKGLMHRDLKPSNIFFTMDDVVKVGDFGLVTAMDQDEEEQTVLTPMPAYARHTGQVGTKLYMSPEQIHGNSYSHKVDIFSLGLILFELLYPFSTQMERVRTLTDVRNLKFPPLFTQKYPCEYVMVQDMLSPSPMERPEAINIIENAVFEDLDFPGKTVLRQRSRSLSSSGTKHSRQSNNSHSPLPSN
hK5 inh: blocks human kallikrein 5 protease activity; Q9Y337; inhibition, % at 5 µM; hit rate 0.59% among 210,000; recombinant hK5, fluorogenic AMC substrate cleavage;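 active = inhibition of 40% or more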;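 also: 0% = enzyme controls without compound and 100% = no-enzyme blanks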
Furin inh: blocks human furin protease activity | P09958 | purified furin, fluorogenic substrate cleavage | inhibition, % at 30 µM | hit rate 0.061% among 220,000 | AID 463115; in the data active = inhibition above about 25%; also: inactives centre near -15
FXIIa inh: factor XIIa (human) inhibition; P00748; purified FXIIa, Boc-QGR-AMC fluorogenic substrate, 2 h; inhibition, % at 5 µM; hit rate 0.3% among 220,000; AID 800; in the data active = inhibition above about 40%;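 also: 0% = enzyme with no compound and 100% = blank without enzyme; many of its hits are not listed in these tables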
Numbers without * were called inactive; . = not tested or not shown; [ ] = another dose, or the depositor's remark.

nr | compound | Wee1 stabilizer | p97 ATPase inh | Thrombin inh | FXIa inh 1536 | KCC2 mod
1 | Cc1ccc(-c2noc(-c3cc(C(C)(C)C)nn3Cc3ccccc3)n2)cc1 | 4 | 4 | 2 | 1 | 0.71
2 | CCSc1nnc(NC(=O)C(NC(=O)c2ccc(Cl)cc2)C(C)C)s1 (stereo unspecified) | 1 | 3 | 0 | 6 | 0.27
3 | CSCCC(NC(=O)c1c(C)oc2c1CCCC2)C(=O)O (stereo unspecified) | 0 | 4 | -11 | -10 | .
4 | Cc1cccc(NC(=S)NCCc2ccc(S(N)(=O)=O)cc2)c1C | -1 | 3 | -5 | 3 | 1.5
5 | CCOC(=O)N1CCC(NC(=O)c2ccc3c(c2)sc2nc(-c4ccccc4)cn23)CC1 | 0 | 5 | -2 | 1 | -0.13
6 | O=C(Nn1cnnc1)c1ccc(Br)s1 | 0 | -1 | -4 | -5 | -0.16
7 | O=C(CCCN1C(=O)c2cccc3cccc(c23)C1=O)Nc1nccs1 | 0 | 2 | -3 | 3 | 0.21
8 | O=C(NCC1CCCO1)c1ccccc1-c1nc(-c2ccc(F)cc2)no1 (stereo unspecified) | 6 | -5 | -2 | 1 | -0.029
9 | O=C(CCN1C(=O)c2ccccc2C1=O)C1=NN[C@@H]2C(=O)N(c3ccc4c(c3)OCCO4)C(=O)[C@H]12 | 8 | -6 | -2 | -2 | -0.047
10 | Cc1cc(Br)ccc1NC(=S)Nc1cccc([N+](=O)[O-])c1 | 3 | 4 | 1 | -6 | -2.4
11 | CSc1nc(-c2ccccc2)c(-c2ccccc2)[nH]1 | -3 | 8 | -4 | -6 | 0.035
12 | COC(=O)COc1ccc(S(=O)(=O)N2CCN(c3ccc(F)cc3)CC2)cc1 | -3 | -6 | -1 | 4 | 0.26
13 | O=C(O)c1cc(-c2ccc(N3CCOCC3)cc2)nn1-c1ccc(F)cc1F | 0 | 1 | -12 | 22 | 1.2
14 | Oc1c(Br)cccc1/C=N/Nc1c(F)c(F)c(F)c(F)c1F | -1 | 1 | -1 | 9 | 0.26
15 | C=CCn1c(COc2cccc(C)c2)nnc1SCC(=O)NC(=O)NCc1ccco1 | 5 | -3 | 2 | 16 | -1

nr | PERK inh | hK5 inh | Furin inh | FXIIa inh
1 | 1.4 | 4 | -18 | 9
2 | -0.2 | -12 | -24 | 14
3 | 0.8 | 0 | -14 | -9
4 | 1.0 | -3 | -25 | 9
5 | -0.6 | -16 | -21 | 14
6 | 0.4 | -14 | -20 | 2
7 | 0.6 | 5 | -21 | 10
8 | 0.1 | -5 | -8 | 20
9 | -1.0 | -3 | 1 | 5
10 | 0.3 | 3 | -8 | 7
11 | -1.1 | -12 | 4[20 µM] | 8
12 | -0.3 | 5 | -8[20 µM] | 11
13 | 1.3 | -6 | -15 | 25
14 | 1.4 | -13 | -12 | 9
15 | -0.5 | 17 | -14[20 µM] | 9

The listing continues:
nr | compound | Wee1 stabilizer | p97 ATPase inh | Thrombin inh | FXIa inh 1536 | KCC2 mod
16 | C=CCON/C(CCC)=C1\C(=O)C(C(=O)OC)C(C)(C)CC1=NC (stereo unspecified) | -3 | 0 | 1 | -9 | 0.081
17 | CCCCc1ccc(C2C(C#N)=C(N)SC(N)=C2C#N)s1 | 3 | 5 | 4 | 2 | -2.4
18 | O=C(NC(=S)Nc1ccc2c(c1)OCCO2)c1ccco1 | 0 | 2 | -3 | 1 | 100*
19 | CCC(=O)N1N=C(c2c(-c3ccccc3)c3cc(Cl)ccc3[nH]c2=O)CC1c1ccco1 (stereo unspecified) | 1 | 2 | -14 | -1 | -0.27
20 | CN(Cc1cn(C)nc1-c1ccc(Oc2ccccc2)cc1)CC1COCCO1 (stereo unspecified) | 2 | 0 | -4 | -5 | .
21 | CC1=CCC2C(=O)N(c3ccc(C)cc3)C(=O)C2C1 (stereo unspecified) | 0 | -7 | -2 | -10 | .
22 | O=C(CN1C(=O)c2ccccc2C1=O)Nc1ccc(-c2nc3ccccc3o2)cc1 | 1 | -1 | -6 | 2 | -0.63
23 | O=C(COC(=O)c1cc2c(s1)CCC2)Nc1ccc(F)cc1 | 5 | -5 | -8 | -13 | 0.095
24 | CCC(c1nnnn1CC1CCCO1)N(CCN1CCOCC1)Cc1cc2cc(C)ccc2[nH]c1=O (stereo unspecified) | 0 | 4 | -2 | -1 | 1.2
25 | Cc1nonc1NC(=O)Nc1cccnc1 | -2 | 1 | 1 | 3 | .
26 | Cc1nc(=O)c(-c2ccccc2)c(C)n1-c1ccc(Br)cc1 | 2 | 6 | -2 | 2 | -0.43
27 | O=C(CSc1nnc(-c2ccccc2)o1)OCc1ccccc1 | -2 | 2 | -5 | -6 | -2.1
28 | COc1ccc(N2CCN(C(=O)C3CCN(S(=O)(=O)c4ccccc4)CC3)CC2)cc1 | -3 | -2 | 1 | -1 | -0.12
29 | O=[N+]([O-])c1ccc(/C=N/NC(=S)Nc2ccc(Cl)cc2Cl)s1 | -3 | 4 | 0 | 5 | 1.8
30 | Cc1cccc(N2C(=O)C(Cl)=C(N3CCOCC3)C2=O)c1 | 0 | -3 | -5 | 3 | .

nr | PERK inh | hK5 inh | Furin inh | FXIIa inh
16 | 1.5 | -3 | -14 | 1
17 | 0.3 | -2 | -7 | 20
18 | 0.0 | 2 | -19 | 8
19 | -0.4 | -5 | -20 | 4
20 | 0.7 | . | -9 | 0
21 | -0.5 | 16 | 3[20 µM] | -3
22 | 0.3 | -3 | -12[20 µM] | 6
23 | 0.2 | -64 | -2 | -2
24 | -0.4 | -16 | -19 | 9
25 | 1.6 | 10 | -10 | 15
26 | 1.5 | 1 | -21 | 7
27 | 0.9 | -15 | -35 | 2
28 | 0.2 | 0 | -19 | 12
29 | -0.5 | 8 | -12 | 12
30 | 2.0 | -2 | -6 | 5

Records listed so far shown as hits in KCC2 mod.
nr | compound | Wee1 stabilizer | p97 ATPase inh | Thrombin inh | FXIa inh 1536 | KCC2 mod
18 | O=C(NC(=S)Nc1ccc2c(c1)OCCO2)c1ccco1 | 0 | 2 | -3 | 1 | 100*

nr | PERK inh | hK5 inh | Furin inh | FXIIa inh
18 | 0.0 | 2 | -19 | 8

Later entries
nr | compound | Wee1 stabilizer | p97 ATPase inh | Thrombin inh | FXIa inh 1536 | KCC2 mod
31 | COc1ccc([N+](=O)[O-])cc1N/C(=N/S(=O)(=O)c1ccccc1)c1ccccc1 | 2 | -6 | -4 | -3 | -0.85
32 | CCN1CCN(S(=O)(=O)Cc2ccccc2)CC1 | 0 | -4 | -2 | 3 | -1.2
33 | O=C(CSCc1ccccc1Br)N/N=C/c1ccccc1C(=O)O | -1 | 1 | 0 | -1 | -0.092
34 | NC(=O)NCc1ccc(C(=O)OCc2ccncc2)cc1 | 2 | 4 | -5 | -3 | 0.00098
35 | O=c1/c(=C\c2cccc(O)c2)sc2nc(-c3ccccc3)c(-c3ccccc3)n12 | 1 | 6 | 2 | 2 | 0.32
36 | Cn1c(CCc2nc3ccccc3[nH]2)n[nH]c1=S | -3 | 6 | 14 | -1 | 0.25
37 | Cn1nc(C(F)(F)F)c(-c2ccccc2)c1N | 5 | 6 | -5 | -14 | 0.34
38 | Cc1cc(C)cc(OCC(=O)NN2Cc3ccccc3C2=N)c1 | -3 | 2 | -1 | 2 | 1.1
39 | O=c1c2ccccc2cnn1Cc1n[nH]c(=S)n1C1CC2CCC1C2 (stereo unspecified) | 0 | 4 | -1 | 0 | -0.92
40 | O=C(c1ccc(-c2ccccc2)cc1)N1CCCC1 | 0 | -1 | -5 | 0 | .
41 | Cc1ccc(C(=O)OCc2nnc(-c3ccccc3)o2)o1 | 0 | 0 | -4 | -3 | -0.099
42 | C/C(=C\c1cc(C(=O)O)c(C)o1)CO | -3 | 5 | 4 | 5 | -0.49
43 | CCc1nnc(NC(=O)C(C)C)s1 | -1 | 4 | -3 | 17 | .
44 | CC(C)(C)c1ccc(S(=O)(=O)NC(Cc2ccccc2)C(=O)O)cc1 (stereo unspecified) | 6 | 1 | -1 | 2 | .
45 | Cc1nn(C)cc1C1C(C#N)=C(N)N(c2cccnc2)C2=C1C(=O)CCC2 (stereo unspecified) | 1 | -2 | -6 | -6 | 0.8

nr | PERK inh | hK5 inh | Furin inh | FXIIa inh
31 | -0.9 | -5 | -6 | 3
32 | -0.7 | -28 | -11[20 µM] | 4
33 | 1.5 | -13 | -20 | 1
34 | 0.2 | -8 | -17 | 7
35 | 1.6 | 6 | -16 | 14
36 | 1.5 | -4 | -34 | 6
37 | 0.5 | -6 | -12 | 1
38 | 0.0 | 0 | -9[20 µM] | 7
39 | -2.3 | 2 | -16 | 3
40 | 0.7 | 0 | -22 | 14
41 | 0.1 | -5 | -9 | 8
42 | 1.4 | -20 | -24[20 µM] | 12
43 | 0.4 | 0 | -20[20 µM] | 25
44 | 1.6 | -11 | -19[20 µM] | 6
45 | 0.1 | -14 | -12 | 1

One compound at a time, from the list above. Values in the order: Wee1 stabilizer, p97 ATPase inh, Thrombin inh, FXIa inh 1536, KCC2 mod, PERK inh, hK5 inh, Furin inh, FXIIa inh
Cn1c(CCc2nc3ccccc3[nH]2)n[nH]c1=S across the screens: -3, 6, 14, -1, 0.25, 1.5, -4, -34, 6
Cc1ccc(C(=O)OCc2nnc(-c3ccccc3)o2)o1 across the screens: 0, 0, -4, -3, -0.099, 0.1, -5, -9, 8
Cc1cc(C)cc(OCC(=O)NN2Cc3ccccc3C2=N)c1 across the screens: -3, 2, -1, 2, 1.1, 0.0, 0, -9[20 µM], 7

Continued:
nr | compound | Wee1 stabilizer | p97 ATPase inh | Thrombin inh | FXIa inh 1536 | KCC2 mod
46 | CC1(CCl)N([O-])C2=C(CCCC2)[N+]1=O (stereo unspecified) | 1 | 1 | 14 | 17 | 0.46
47 | Cc1cc2cc(C=C(C#N)C#N)c(Cl)nc2cc1C | 4 | 8 | 3 | 10 | -0.16
48 | COc1ccc(NC(=O)CSc2n[nH]c(C)c2[N+](=O)[O-])cc1 | 1 | 2 | -6 | 0 | 0.58
49 | CC(=O)Nc1ccc(C(=O)OCC(=O)NC(=O)NC(C)(C)C)cc1 | 0 | -3 | 4 | 4 | .
50 | Cc1nc(C)c2c(c1C(F)(F)F)-c1ccccc1C2(F)F | 1 | -4 | 2 | 3 | 0.69
51 | NC(=O)CSc1nnc(-c2ccncc2)o1 | 3 | 1 | 4 | -5 | -0.24
52 | CC(=O)Nc1ccc(NC(=O)COc2ccccc2C(=O)Nc2cccc(Cl)c2Cl)cc1 | -1 | 5 | -4 | 5 | 0.61
53 | NC(=O)C1(S(=O)(=O)c2ccccc2)CCCCC1 | -2 | 2 | -9 | 3 | -1.2
54 | Nc1nc(-c2ccc3c(c2)CCC(=O)N3)cs1 | -3 | -1 | -4 | -6 | -0.36
55 | Cn1c(=O)c2c(nc(CN3CCN(Cc4ccccc4)CC3)n2Cc2ccc(F)cc2)n(C)c1=O | -3 | -3 | -1 | -4 | 0.065

nr | PERK inh | hK5 inh | Furin inh | FXIIa inh
46 | 1.2 | 7 | -16 | 18
47 | -0.4 | -5 | -20 | 18
48 | -0.1 | -2 | -8 | 2
49 | -0.5 | -14 | -17[20 µM] | 17
50 | 0.3 | -8 | -18[20 µM] | -1
51 | 0.0 | -6 | -23 | 5
52 | 1.3 | -5 | -23 | 7
53 | 1.2 | -15 | -33 | 10
54 | 0.6 | -6 | -7 | 0
55 | -1.7 | 0 | -7 | 9

Rows are unselected. Share with any hit: about 4.4%.
